RGS4-Gao reg: modulators of RGS4 binding to Galphao, primary screen, biochemical, multiplexed bead flow cytometry. binding response (% of control), % at 10 µM. hit rate 0.33% among 220,000. actives lie on both sides. Guanine nucleotide-binding protein G(o) subunit alpha (Homo sapiens), P09471. AID 1415, 2008; in the data active = binding response below about 49% or above about 150%; inactive = in between;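 also: fluorescent Galphao activated with aluminum fluoride binding bead-coupled RGS4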
Bcl-2 Bim block: inhibitors of Bim-Bcl-2 binding, primary screen, biochemical, multiplexed, human Bcl-2 family; hit rate 0.06% among 190,000; AID 950, 2007; Apoptosis regulator Bcl-2 (Homo sapiens), P10415; Bead-based flow cytometry, Bim peptide-Bcl-2 binding; inhibition, % at 10 µM; in the data active = inhibition above about 40%; inconclusive = no clear call, values can overlap the other calls;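 also: 0% = no compound wells with probe peptide and 100% = reference peptide inhibitor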
Target sequence (P10415 whole entry, looked up): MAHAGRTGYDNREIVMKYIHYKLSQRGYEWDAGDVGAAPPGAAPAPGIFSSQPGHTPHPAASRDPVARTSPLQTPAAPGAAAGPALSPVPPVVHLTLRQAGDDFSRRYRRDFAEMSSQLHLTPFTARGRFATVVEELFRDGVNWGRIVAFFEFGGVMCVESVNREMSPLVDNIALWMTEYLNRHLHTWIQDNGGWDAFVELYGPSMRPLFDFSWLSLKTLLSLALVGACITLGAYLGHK
Bcl-W Bim block: inhibitors of Bim binding to Bcl-W, primary screen, biochemical, multiplexed, bead-based flow cytometry; Bcl-2-like protein 2 (Homo sapiens), Q92843; inhibition, % at 10 µM; Bim peptide-Bcl-W binding; hit rate 0.02% among 190,000;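 also: 0% = bound tracer without compound and 100% = peptide blocker; higher means less fluorescent Bim peptide bound to Bcl-W beads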
RGS8-Gao reg: RGS8-Galphao binding modulators, primary screen, biochemical, multiplexed bead flow cytometry | Guanine nucleotide-binding protein G(o) subunit alpha (Homo sapiens), P09471 | actives lie on both sides | response (percent of control binding), % at 10 µM | hit rate 0.34% among 220,000; in the data active = response below about 60% or above about 140%; inactive = in between;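 also: Galphao activated as the GDP aluminium fluoride complex binding bead-coupled RGS8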
Bim-Bcl-B: inhibitors of Bim-Bcl-B binding, primary screen, biochemical, multiplexed, human Bcl-2 family. AID 951, 2007. inhibition, % at 10 µM. hit rate 0.073% among 190,000. bead-based flow cytometry, Bim peptide-Bcl-B binding;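 also: 0% = tracer peptide without compound and 100% = reference inhibitor peptide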
Target sequence (Q9HD36 whole entry, looked up): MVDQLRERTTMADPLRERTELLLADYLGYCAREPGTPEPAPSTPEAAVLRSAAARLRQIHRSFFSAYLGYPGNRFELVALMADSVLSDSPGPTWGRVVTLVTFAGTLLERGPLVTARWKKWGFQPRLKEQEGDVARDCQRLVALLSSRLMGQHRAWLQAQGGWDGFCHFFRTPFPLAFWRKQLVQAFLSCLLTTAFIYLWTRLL
GSH bead fluor: compound fluorescence on glutathione beads, profiling panel, artefact control, biophysical, 488/530 nm, flow cytometry; GSH beads flow cytometry, compound fluorescence 488/530 nm; hits give high values; fluorescence (KMESF) at 10 µM; hit rate 0.25% among 190,000; AID 1776, 2009; in the data active = fluorescence above about 89;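 also: glutathione beads carrying GST-tagged Bcl family fusion proteins plus one bare bead set; values are compound well signal with DMSO vehicle wells as background; inactives centre near 16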
Mcl1 Bid PPI: Mcl-1/Bid binding inhibitors, primary screen, biochemical, TR-FRET, 1536-well; Induced myeloid leukemia cell differentiation protein Mcl-1 (Homo sapiens), Q07820; TR-FRET Mcl-1/Bid-Dy647 peptide binding; inhibition, % at 21.7 µM; hit rate 0.97% among 220,000; AID 1021, 2008;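 active = compounds that cut the binding signal by more than half at the single screening dose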;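 also: His-tagged Mcl-1 with europium anti-His antibody binding Bid BH3 peptide; 0% = Mcl-1 plus peptide wells and 100% = peptide-only wells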
Target sequence (Q07820 whole entry, looked up): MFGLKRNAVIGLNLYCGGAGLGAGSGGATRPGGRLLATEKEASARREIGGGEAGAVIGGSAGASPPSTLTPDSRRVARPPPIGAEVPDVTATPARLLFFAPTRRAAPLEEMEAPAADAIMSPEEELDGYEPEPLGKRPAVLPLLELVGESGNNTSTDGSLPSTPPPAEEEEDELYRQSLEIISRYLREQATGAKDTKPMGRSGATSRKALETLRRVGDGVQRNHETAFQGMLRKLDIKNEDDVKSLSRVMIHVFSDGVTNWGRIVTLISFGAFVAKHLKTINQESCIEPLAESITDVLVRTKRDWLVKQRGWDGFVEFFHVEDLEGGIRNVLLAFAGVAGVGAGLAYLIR
Mcl-1 Bim block: inhibitors of Bim peptide binding to Mcl-1, primary screen, biochemical, bead-based flow cytometry, multiplex | inhibition, % at 10 µM | Bim peptide-Mcl-1 binding | hit rate 0.1% among 190,000;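 also: 0% = no compound tracer wells and 100% = peptide blocker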
Bim-Bfl-1: inhibitors of Bim binding to Bfl-1, primary screen, biochemical, multiplexed, bead-based flow cytometry; Bim-Bfl-1 binding inhibition; hit rate 0.12% among 190,000; AID 1008, 2008; Bcl-2-related protein A1 (Homo sapiens), Q16548; inhibition, % at 10 µM;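 also: 0% = wells without compound plus tracer and 100% = blocker peptide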
RGS7-Gao reg: RGS7-Galphao binding modulators, primary screen, biochemical, multiplexed bead flow cytometry | AID 1439, 2008 | hit rate 0.35% among 220,000 | binding response (% of control), % at 10 µM | actives lie on both sides; in the data active = binding response below about 49% or above about 150%; inconclusive = no clear call, values can overlap the other calls; inactive = in between;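 also: fluorescent Galphao held in activated GDP-AlF4 state binding bead-coupled RGS7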
Bcl-XL Bim block: inhibitors of Bim-Bcl-XL binding, primary screen, biochemical, multiplexed, bead flow cytometry, human Bcl-XL; AID 1007, 2008; hit rate 0.04% among 190,000; Bim peptide-Bcl-XL binding, fluorescence; Bcl-2-like protein 1 (Homo sapiens), Q07817; inhibition, % at 10 µM
Target sequence (Q07817 whole entry, looked up): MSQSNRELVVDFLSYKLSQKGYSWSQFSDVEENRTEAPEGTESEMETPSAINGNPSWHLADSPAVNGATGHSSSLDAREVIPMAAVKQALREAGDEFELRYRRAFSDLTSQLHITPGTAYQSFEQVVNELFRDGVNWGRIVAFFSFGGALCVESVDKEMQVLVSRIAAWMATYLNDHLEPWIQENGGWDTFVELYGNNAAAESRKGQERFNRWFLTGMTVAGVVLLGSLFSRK
An asterisk follows results filed as active; ? = inconclusive; [ ] = another dose, or the depositor's remark. Rule as the data show it, unless noted: active = inhibition above about 40%. Hits appear at their usual frequency; 1.8% or so of the library scored in one or more.

SMILES | RGS4-Gao reg | Bcl-2 Bim block | Bcl-W Bim block | RGS8-Gao reg | Bim-Bcl-B | GSH bead fluor | Mcl1 Bid PPI | Mcl-1 Bim block | Bim-Bfl-1 | RGS7-Gao reg | Bcl-XL Bim block
CCCCCCCNC(=O)CC(NS(=O)(=O)c1ccc(NC(C)=O)cc1)C(C)C (configuration not stated) | 102 | 2 | -2 | 103 | -4 | 24 | -11 | 0 | 0 | 101 | -3
CC(C)CC(NC(=O)OC(C)(C)C)c1cn([C@@H](CCC(=O)OC(C)(C)C)C(=O)N2CCN(C(=O)OC(C)(C)C)CC2)nn1 (some centres not stated) | 101 | -4 | -2 | 103 | -2 | 21 | -2 | 0 | -2 | 100 | 1
OC(COC1CCCCC1)CN1CCN(c2ccccc2)CC1 (configuration not stated) | 98 | -5 | -7 | 102 | -2 | 25 | -22 | 0 | -1 | 99 | -1
CCOc1ccc(CN(CCO)CCO)cc1[N+](=O)[O-] | 100 | -5 | -3 | 98 | -2 | 16 | -10 | -5 | -1 | 101 | -4
CS(=O)(=O)c1ccc(Cl)c(NC(=O)COC(=O)c2ccc(F)cc2Cl)c1 | 100 | 4 | -4 | 103 | 2 | 14 | -18 | -2 | 1 | ? | -5
CCOC(=O)C1CCCN(S(=O)(=O)c2ccccc2)C1 (configuration not stated) | 98 | 0 | -3 | 97 | -1 | 16 | -8 | 0 | 0 | 98 | -3
OC1CCN(c2ncnc3c2nnn3Cc2c(F)cccc2Cl)CC1 | 131 | -1 | -1 | 118 | 0 | 46 | -20 | -2 | -2 | 152*[activator] | -7
CCn1cc(C(=O)O)c(=O)c2cc(F)c(N3CCN(S(=O)(=O)c4ccc5c(c4)OCCO5)CC3)cc21 | 92 | -2 | -3 | 96 | 0 | 72 | -37 | -2 | -2 | 92 | -5
CN(C)c1nnnn1-c1ccc(Cl)cc1Cl | 104 | -4 | 0 | 106 | -3 | 11 | -1 | -1 | -6 | 103 | -1
Cc1nnc(NC(=O)c2nn(CC(C)C)c(=O)c3ccccc23)s1 | 98 | -3 | 2 | 99 | -1 | 10 | -4 | 1 | -3 | 96 | 0
Cc1c(C(=O)NNC(=S)Nc2cccc(Cl)c2)nnn1-c1ccccc1 | 102 | -4 | 0 | 103 | -4 | 7 | -130 | -3 | -3 | 106 | -5
COc1ccc(-c2cc(C(=O)OCC(=O)c3ccc(C)c([N+](=O)[O-])c3)c3ccccc3n2)cc1 | 98 | -11 | -5 | 99 | -10 | 18 | -82 | -15 | -20 | 98 | -7
O=C(N/N=C/c1ccccn1)c1ccc([N+](=O)[O-])cc1 | 100 | -3 | -4 | 104 | -2 | 11 | -25 | -2 | -5 | 104 | -5
CCOc1ccc(N2CC(C(=O)OC)CC2=O)cc1 (configuration not stated) | 99 | 1 | 0 | 100 | 0 | 12 | 4 | 2 | -1 | 101 | 0
CCn1c(CNc2ccc(C)cc2)nnc1SCC(=O)NCc1ccccc1 | 102 | -7 | 0 | 103 | -7 | 16 | -104 | 1 | -8 | 102 | 0
O=C(NCCC1=CCCCC1)C1CCN(S(=O)(=O)c2cccs2)CC1 | 102 | 0 | -4 | 101 | -4 | 15 | -17 | -3 | 0 | 101 | -4
CS(=O)(=O)N1CCN(C/C=C/c2ccccc2)CC1 | 107 | -5 | 0 | 101 | -2 | 6 | -29 | 0 | -11 | 101 | -6
CC(=O)Nc1ccc(-c2nn[nH]n2)cc1Cl | 103 | -6 | 4 | 103 | -3 | 54 | -16 | 1 | -11 | 100 | 2
CCOC(=O)CC(=O)CSc1nc2c(C)c(C)ccc2cc1C | 95 | 5 | -4 | 99 | -2 | 22 | 0 | -3 | 1 | 95 | -2
O=C(Nc1cccc(C(F)(F)F)c1)c1cccnc1N1CCCC1 | 97 | -9 | 1 | 98 | -8 | 14 | -9 | -1 | -11 | 90 | -2
Cc1ccc(CNC(=O)CSc2nnnn2C)cc1 | 100 | -3 | -2 | 100 | -1 | 12 | -6 | -1 | -2 | 101 | -2
Cc1ccc2nc(N3CCN(c4cccc(C)c4C)CC3)c3nnnn3c2c1 | 100 | -4 | 0 | 100 | -7 | 38 | -20 | -2 | -12 | 94 | 0
CCN(CC)c1cc(C)c2cc(NC(=O)c3cccs3)ccc2n1 | 100 | 1 | 8 | 100 | 6 | 10 | -5 | 6 | -1 | 102 | 8
O=S(=O)(c1ccc(S(=O)(=O)N2CCCC2)cc1)N1CCCCCC1 | 102 | -8 | -2 | 103 | -7 | 37 | -13 | -2 | -8 | 99 | -11

RGS7-Gao reg: entries above that show a hit
molecule	RGS4-Gao reg	Bcl-W Bim block	RGS8-Gao reg	Bim-Bcl-B	GSH bead fluor	Mcl1 Bid PPI	Mcl-1 Bim block	Bim-Bfl-1	RGS7-Gao reg	Bcl-XL Bim block
OC1CCN(c2ncnc3c2nnn3Cc2c(F)cccc2Cl)CC1	131	-1	118	0	46	-20	-2	-2	152*[activator]	-7

(more compounds)
SMILES | RGS4-Gao reg | Bcl-2 Bim block | Bcl-W Bim block | RGS8-Gao reg | Bim-Bcl-B | GSH bead fluor | Mcl1 Bid PPI | Mcl-1 Bim block | Bim-Bfl-1 | RGS7-Gao reg | Bcl-XL Bim block
CCOc1ccc(C(=O)NCC(=O)OCc2c(F)cccc2Cl)cc1OCC | 100 | -5 | -1 | 100 | -6 | 19 | -6 | -1 | -19 | 99 | -9
CCCC(=O)c1cc2cc(Cl)ccc2oc1=O | 99 | 0 | -3 | 98 | 0 | 14 | 3 | -1 | -1 | 99 | -1
COc1cccc(C2NC(=S)NC(C)=C2C(=O)c2ccccc2)c1OC (configuration not stated) | 105 | -3 | 1 | 102 | -14 | 14 | -34 | -4 | 4 | 98 | -1
Cc1ccc(C)c(CSc2nnc(C)c(=O)[nH]2)c1 | 88 | -3 | -1 | 82 | -2 | 75 | -7 | 0 | 0 | 89 | -2
COC(=O)C1=CN(Cc2ccc(OC)cc2)C=C(C(=O)OC)C1c1ccsc1 | 99 | -2 | 0 | 101 | -2 | 9 | -34 | 1 | -1 | 100 | 0
C=C(C)COc1ccc(-c2[nH]ncc2-c2ccc(OC)c(OC)c2)c(O)c1 | 96 | 1 | -4 | 96 | -4 | 24 | 3 | -2 | -1 | 92 | -1
CC(=O)OCCCN1C(=O)c2ccc(Br)cc2C1=O | 100 | -14 | 2 | 99 | -9 | 14 | -23 | -1 | -13 | 98 | -5
Cc1ccc(-n2c(SCC(=O)NCc3ccco3)nc3c([nH]c4ccccc43)c2=O)cc1 | -3.0* | -1 | -4 | 6.5* | -1 | 17 | -12 | -6 | 1 | -11* | -5
COCC(=O)Nc1ccc(S(=O)(=O)Nc2cc(C)nc(C)n2)cc1 | 101 | -1 | 0 | 100 | -3 | 25 | -3 | -4 | -3 | 99 | -7
CC12CC(NC(=O)N1c1cccc(C(=O)N3CCN(c4ccccc4)CC3)c1)c1ccccc1O2 (configuration not stated) | 101 | 1 | 1 | 103 | 0 | 17 | -28 | 0 | -1 | 106 | 0
CCOC(=O)C1=C(C)N(C2CCCCC2)C(=O)C1 | 104 | 0 | 1 | 99 | 0 | 12 | -9 | 0 | 0 | 100 | -3
O=C(c1ccccc1SCc1ccccc1)N1CCOCC1 | 101 | 6 | 2 | 99 | 9 | 10 | -3 | 29 | 4 | 94 | 3
Cn1c(Cc2cccs2)n[nH]c1=S | 100 | -3 | -3 | 98 | -6 | 36 | -3 | -4 | -7 | 102 | -6
C/C(=N\NC(=O)NC1CCCCC1)c1ccc(OC(F)F)cc1OC(F)F | 103 | -4 | 0 | 100 | -3 | 14 | 2 | -2 | -5 | ? | -1
NS(=O)(=O)c1cccc(NC(=S)NC(=O)c2cccc([N+](=O)[O-])c2)c1 | 96 | -5 | -3 | 98 | -2 | 10 | -32 | -1 | -3 | 95 | -1
CCOC(=O)N1CCc2c(sc(NC(=O)c3ccc(Cl)s3)c2C(N)=O)C1 | 100 | -6 | 0 | 99 | -8 | 18 | -13 | 0 | -10 | 100 | -4
COCCCn1c(C)nnc1SCC(=O)NCc1ccco1 | 101 | -24 | -9 | 100 | -10 | 24 | -22 | -9 | -4 | 99 | -26
O=C(CSc1nnc(-c2ccccc2)o1)N1CCc2ccccc2C1 | 104 | -11 | 0 | 107 | -6 | 17 | 1 | -1 | -10 | 106 | -5
C=CCc1cc(C)ccc1OCC(O)CN1CCN(c2ccccc2)CC1 (configuration not stated) | 98 | -5 | 2 | 102 | -6 | 44 | -16 | 2 | -11 | 96 | -14
COc1c(Cl)cnn(-c2ccc(Cl)c(Cl)c2)c1=O | 101 | -3 | -2 | 102 | -2 | 71 | -10 | 0 | -3 | 98 | -4
C/C(=N\NC(N)=O)c1ccc(-n2ccnc2)cc1 | 107 | -1 | -2 | 109 | -3 | 17 | -23 | -2 | -10 | 102 | -3
Cc1ccccc1Nc1ccc(S(=O)(=O)N2CCOCC2)cc1[N+](=O)[O-] | 100 | -3 | -1 | 104 | -4 | 7 | -4 | -5 | -1 | 101 | -4
Cc1ccc(S(=O)(=O)N(CC(=O)NCCSC2CCCCC2)c2ccccc2F)cc1 | 96 | -8 | 0 | 96 | -10 | 17 | -2 | -4 | -10 | 99 | -5
CCC(=O)NCCn1ccc2ccccc21 | 108 | -10 | -1 | 105 | -6 | 20 | 4 | 0 | -12 | 108 | 0
COCCn1c(SCC(=O)Nc2ncc(C)s2)nc2sc3c(c2c1=O)CCC3 | 98 | -11 | 0 | 102 | -6 | 25 | 1 | -5 | -13 | 100 | -2
CSc1nc(C)cc(OCNC(=O)c2cccs2)n1 | 97 | -15 | -3 | 102 | -7 | 23 | -2 | -5 | -17 | 99 | -6
C=CCOc1c(CNc2ccc3[nH]c(=O)[nH]c3c2)cccc1OC | 98 | 5 | 15 | 101 | -10 | 58 | -34 | 1 | 21 | 101 | -1
CC(C)OC(=O)/C(=C\c1ccc2c(c1)c1ccccc1n2C)NC(=O)c1ccccc1 | 102 | -5 | -2 | 102 | -1 | 28 | -8 | -3 | -3 | 101 | -4
Cc1c(Cl)cccc1NC(=O)CC1NCCNC1=O (configuration not stated) | 101 | 0 | 0 | 98 | 0 | 12 | -11 | 1 | -1 | 102 | 0
Cc1cc(C)cc(C(=O)NCC(=O)OCC(=O)N(C)c2ccccc2)c1 | 101 | 0 | 0 | 102 | 2 | 14 | 14 | -4 | 4 | ? | 0
CCc1cc2c(=O)n(-c3ccc(Br)cc3)cnc2s1 | 107 | -10 | -5 | 103 | -7 | 32 | 2 | -2 | -15 | 110 | -11
COc1cc(CNCc2ccccc2)c(Br)cc1OC1CCCC1 | 98 | 0 | -2 | 101 | -1 | 19 | -14 | -2 | -4 | 100 | -5

High-throughput results as filed in PubChem.
